WRN helicase inh: qHTS for Inhibitors of WRN Helicase; WRN helicase unwinding, fluorescent forked duplex, kinetic; Potency, µM (series often up to 114 µM), without a hit: at the highest dose activity change, negative = inhibition, usual class: inhibitors; 360,000 compounds, 0.46% hits; also: potency is read from the fitted curve at half-maximal effect; % is scaled to controls: 0 for no effect and ±100 for the full control effect; nearly all actives have a fitted effect of over 55% in size
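Kinetic fluorescence helicase assay: unwinding of a quenched forked DNA duplex (100 nM final) with 2 mM ATP final raises red fluorescence (525/598 nm). Compounds sat 15 min at room temperature with 20 nM WRN beforehand.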
EPAC1 antag: qHTS for Antagonist of cAMP-regulated guanine nucleotide exchange factor 3 (EPAC1): primary screen | Rap guanine nucleotide exchange factor 3 (Homo sapiens), O95398 | EPAC1 GEF assay, Rap1b-BODIPY-GDP exchange fluorescence | Potency, µM (doses to about 115 µM), for the others: at the highest dose activity change, negative = inhibition, usual class: inhibitors | 360,000 compounds, 0.14% hits | AID 720709, 2013;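 also: potency is read from the fitted curve at half-maximal effect; plate controls were vehicle for no effect and positive control for full effect; nearly all actives have a fitted effect of over 50% in size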
EPAC2 agonist: qHTS for Agonist of cAMP-regulated guanine nucleotide exchange factor 4 (EPAC2): primary screen | Rap guanine nucleotide exchange factor 4 (Homo sapiens), Q8WZA2 | EPAC2 activation, biochemical qHTS; response scale: 100% = 6.5 mM cAMP response | AID 720711, 2013 | Potency, µM (series often up to 154 µM), inactives show at the highest dose activation, most hits filed as activators | 360,000 compounds, 0.079% hits; also: potency is read from the fitted curve at half-maximal effect; nearly all actives have a fitted effect of over 50% in size
Target sequence (Q8WZA2 whole entry, looked up): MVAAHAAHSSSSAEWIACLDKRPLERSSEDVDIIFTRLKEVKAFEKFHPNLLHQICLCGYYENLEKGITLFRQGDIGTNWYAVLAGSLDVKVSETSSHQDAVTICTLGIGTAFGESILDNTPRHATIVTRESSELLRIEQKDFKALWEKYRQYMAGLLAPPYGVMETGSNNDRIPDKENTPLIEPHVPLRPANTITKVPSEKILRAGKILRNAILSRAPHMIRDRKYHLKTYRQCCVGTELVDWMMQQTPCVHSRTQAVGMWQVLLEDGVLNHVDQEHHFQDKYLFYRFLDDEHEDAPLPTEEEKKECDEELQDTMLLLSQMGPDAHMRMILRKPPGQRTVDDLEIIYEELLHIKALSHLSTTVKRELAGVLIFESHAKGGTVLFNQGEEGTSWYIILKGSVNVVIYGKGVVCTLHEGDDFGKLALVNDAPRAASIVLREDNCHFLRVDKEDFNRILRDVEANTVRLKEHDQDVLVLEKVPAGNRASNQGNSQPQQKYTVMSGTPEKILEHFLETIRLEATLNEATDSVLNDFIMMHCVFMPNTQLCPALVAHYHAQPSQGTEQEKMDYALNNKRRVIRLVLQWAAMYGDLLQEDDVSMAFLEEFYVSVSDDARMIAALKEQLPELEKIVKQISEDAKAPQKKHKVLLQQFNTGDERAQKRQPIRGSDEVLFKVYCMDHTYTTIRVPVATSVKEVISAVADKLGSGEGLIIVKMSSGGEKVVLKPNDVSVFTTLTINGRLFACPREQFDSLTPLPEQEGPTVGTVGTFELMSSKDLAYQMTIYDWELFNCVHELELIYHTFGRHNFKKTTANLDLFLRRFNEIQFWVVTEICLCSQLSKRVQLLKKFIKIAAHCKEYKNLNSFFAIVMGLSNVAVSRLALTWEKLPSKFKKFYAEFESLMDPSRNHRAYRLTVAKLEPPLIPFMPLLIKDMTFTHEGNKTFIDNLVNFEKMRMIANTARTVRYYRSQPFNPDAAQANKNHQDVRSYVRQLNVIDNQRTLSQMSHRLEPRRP
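EPAC2 (100 nM) mixed with Rap1B loaded with BODIPY-GDP (250 nM) plus 50 uM unlabeled GDP; compounds pinned in, 5 min RT, then read every 5 min for 30 min (ex 480, em 540 nm). Normalized to cAMP control.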
PLK1 PBD inh: qHTS for Inhibitors of PLK1-PDB (polo-like kinase 1 - polo-box domain): Primary Screen; Serine/threonine-protein kinase PLK1 (Homo sapiens), P53350; Plk1 PBD binding of FITC phosphopeptide, fluorescence polarization; Potency, µM, without a hit: max response, negative = inhibition, hits mostly inhibitors; 360,000 compounds, 2.8% hits; AID 720504, 2013; also: potency is read from the fitted curve at half-maximal effect; series mostly up to about 57 µM; % is scaled to controls: 0 for no effect and ±100 for the full control effect; nearly all actives have a fitted effect of over 65% in size
EPAC1 agonist: qHTS for Agonist of cAMP-regulated guanine nucleotide exchange factor 3 (EPAC1): primary screen. EPAC1 agonist qHTS, biochemical assay; response scale: 100% = response to 6.5 mM cAMP. Potency, µM (doses to about 154 µM), for inactives: at the highest dose activation, usual class: activators. 360,000 compounds, 0.073% hits. AID 720707, 2013; also: potency is read from the fitted curve at half-maximal effect; nearly all actives have a fitted effect of over 60% in size
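Normalized to 6.5 mM cAMP, activity reflects EPAC1-catalysed release of BODIPY-GDP from Rap1B, followed kinetically over 30 min at 480 nm excitation, 540 nm emission. Reaction contained 100 nM EPAC1, 250 nM Rap1B-BODIPY-GDP, 50 uM GDP.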
PI5P4Ka inh: qHTS for Inhibitors of phosphatidylinositol 5-phosphate 4-kinase (PI5P4K). max response, %. PI5P4Kalpha enzyme, ADP-Glo luminescence, 60 min; hits give low values. 330,000 compounds, 1.2% hits; active = max response of -50% or lower; inconclusive = between -30% and -50%; inactive = -30% or higher; also: value at the top dose of about 77 µM; % is scaled to controls: 0 for no effect and ±100 for the full control effect
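Luminescence from ADP-Glo served as readout of PI5P4Kalpha activity in a qHTS format. Reaction: enzyme, substrate, compound, ATP at 5 microM final, 60 min at RT.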
IL-2 act: qHTS of IL-2 Activators; 360,000 compounds, 0.065% hits; IL-2 activation reporter assay, cell-based qHTS; stimulated with anti-CD3/CD4/CD28 beads; in transgenic mouse T cells; activation, % (series mostly up to about 46 µM); in the data active = activation above about 50%; inconclusive = mostly about 30% to 49%; also: 0% is about no effect
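Readout: EGFP and DsRed signals by fluorescent plate cytometry. Unstimulated transgenic mouse T cells received compound 60 min before antibody-bead stimulation, then incubated 18 h at 37 degrees C.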
CCT chaperon mod: High-Throughput Screening for Modulators of Cytosolic Chaperonin Activity. AID 651819, 2012. 360,000 compounds, 0.3% hits. activity change, % (concentration not given with the values), hits read low. purified chaperonin ATPase assay, HTRF ADP detection, 30 min; in the data active = activity change below about -30%; also: % is scaled to controls: 0 for no effect and ±100 for the full control effect
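ATPase activity: ADP formed was measured by HTRF Transcreener (665/615 nm ratio) after 30 min at 37 deg C with 10 uM ATP. Compounds screened at one 76 uM concentration against 40 or 20 nM TRiC in Tris pH 7.4/KCl/MgCl2/DTT buffer.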
Numbers without * were called inactive; ? = inconclusive; . = not tested or not shown; [ ] = remark or other dose. Unless noted, calls follow the shape of the dose curve; as a rule, active = well fitted curve in the direction sought with a large enough effect; inconclusive = small, poorly fitted or top-dose-only effect, or another doubt; inactive = no such curve, though single readings can be large; an effect the other way counts as inactive or inconclusive. A portion of the library (hit frequency here may not be typical).

SMILES | WRN helicase inh | EPAC1 antag | EPAC2 agonist | PLK1 PBD inh | EPAC1 agonist | PI5P4Ka inh | IL-2 act | CCT chaperon mod
Cc1ccc(C(=O)C2CCN(S(=O)(=O)c3c(C)noc3C)CC2)cc1 | 9% | 4% | 10% | -10% | 0% | -6 | -0.3 | 0.1
Cc1ccc(-c2[nH]nc(N)c2N=Nc2ccccc2C)cc1 | -3% | -11% | 6% | 0% | 20% | 20 | -0.6 | -1.6
Cc1ccccc1NC(=O)CSCC(=O)Nc1ccccc1C | 11% | 10% | 0% | -2% | -3% | -2 | 1.6 | 0.1
COc1cccc(C2NC(=O)c3ccccc3O2)c1OC (centres undefined) | 8% | 5% | -7% | -8% | -1% | . | 0.7 | -2.7
Clc1ccccc1-c1nnc2sc(-c3ccncc3)nn12 | -2% | ? | 9% | 27µM* | 2% | -1 | -0.2 | -0.4
Cc1cc(C)cc(NC(=O)NCc2c(-c3ccccc3)noc2C)c1 | -19% | -5% | -2% | -2% | -3% | 0 | 3.3 | -0.8
O=C(CCCn1ncn2c(cc3occc32)c1=O)N1CCc2ccccc2C1 | -10% | 2% | 9% | -15% | 1% | -17 | -0.3 | 0.0
C=CCNS(=O)(=O)c1ccc(OCC(=O)OCC)cc1 | -3% | 7% | 13% | -9% | 9% | . | -2.3 | 0.3
OC1=C(O)c2nc3cc(F)ccc3nc21 | -5% | ? | 3% | 21µM* | 5% | 4 | -0.4 | -0.7
COc1ccc2[nH]c(C(=O)O)c(NS(=O)(=O)c3ccc(F)cc3)c2c1 | -4% | -2% | 1% | -19% | 0% | 2 | -2.8 | -0.6
CC1Oc2ccc(C#N)cc2N(Cc2ccc(F)cc2)C1=O (centres undefined) | 2% | -6% | 11% | 0% | 3% | 5 | -0.3 | -1.4
COc1cccc(C2Nc3ccccc3C(=O)N2O)c1O (centres undefined) | 0% | -15% | 0% | -7% | 0% | 0 | -0.2 | -8.7
Cc1cc(/C=N/NC(=O)CC2(C)OCCO2)c(C)n1-c1cc(Cl)cc(Cl)c1 | 0% | 9% | -1% | -1% | -4% | 3 | 0.2 | -2.3
Cc1cccc(NCN2C(=O)c3ccncc3C2=O)n1 | 12% | -8% | 11% | -8% | -1% | . | 5.5 | -2.4
Cc1ccc2c(c1)C1C3CCC(C3)C1S(=O)N2 (centres undefined) | -6% | 5% | 11% | -5% | 3% | 6 | 1.7 | -6.1
O=C(C[C@H]1C(=O)N(CCc2ccccc2)C[C@@H]1Cc1ccccc1)Nc1ccc(Br)cc1 | -5% | 5% | 7% | 5% | -7% | 7 | -3.2 | 0.0
CC12CCCCC1NS(=O)(=O)OC2 (centres undefined) | -2% | -9% | 5% | -20% | 0% | -4 | 1.3 | -6.5
COC(CNC(=O)c1ccc2c(c1)ncn2-c1cccc(F)c1)OC | -1% | 8% | -5% | 0% | -1% | -2 | -4.3 | -3.0
CC(C)(C)C1CCC(=NNC(=O)CC(=O)NCc2ccccc2)CC1 (centres undefined) | 13% | 5% | -4% | -4% | 6% | 1 | 1.1 | -2.1
Cc1ccc(C2=CSC3=NS(=O)(=O)CCN23)cc1C | 2% | 19% | 7% | -6% | -7% | -6 | -4.3 | -0.2

One compound at a time, as listed above. Order of screens: WRN helicase inh	EPAC1 antag	EPAC2 agonist	PLK1 PBD inh	EPAC1 agonist	PI5P4Ka inh	IL-2 act	CCT chaperon mod
Record of `C=CCNS(=O)(=O)c1ccc(OCC(=O)OCC)cc1` : -3%	7%	13%	-9%	9%	.	-2.3	0.3
Record of `Cc1ccc(C(=O)C2CCN(S(=O)(=O)c3c(C)noc3C)CC2)cc1` : 9%	4%	10%	-10%	0%	-6	-0.3	0.1
Record of `O=C(C[C@H]1C(=O)N(CCc2ccccc2)C[C@@H]1Cc1ccccc1)Nc1ccc(Br)cc1` : -5%	5%	7%	5%	-7%	7	-3.2	0.0

Later entries.
SMILES | WRN helicase inh | EPAC1 antag | EPAC2 agonist | PLK1 PBD inh | EPAC1 agonist | PI5P4Ka inh | IL-2 act | CCT chaperon mod
COCCCn1c(SCC(=O)Nc2sc3c(c2C#N)CCCC3)nnc1-c1ccncc1 | -18% | -6% | 7% | 27µM* | -3% | ? | 1.4 | 0.1
O=C(NC1=NCCS1)c1cccs1 | 3% | -5% | 9% | 2% | -3% | 6 | -0.4 | -0.3
COCCNc1nc(Oc2cccc(NC(C)=O)c2)c2sc(-c3ccccc3)cc2n1 | -6% | -26% | 4% | -2% | 0% | 15 | -1.0 | -0.7
Cc1sc2nc(CN(C(=O)NC3CCCCC3)C3CCCC3)[nH]c(=O)c2c1C | -4% | -14% | -4% | -4% | 5% | 1 | -2.6 | -0.7
O=C(C/C=N\OCc1ccc([N+](=O)[O-])cc1)Nc1ccc(F)cc1F | -5% | -7% | 7% | -9% | 0% | 0 | 1.7 | -1.3
CCCCCCN1C[C@H](n2cc(C3CC3)nn2)[C@@H](O)C[C@@H]1c1ccc(Cl)cc1 | 3% | -18% | -6% | 5% | -19% | 2 | -1.6 | 0.6
CCC(=O)N1CCN(c2ccc(Cl)cc2NC(=O)c2cccc([N+](=O)[O-])c2)CC1 | -3% | -9% | -4% | -5% | 9% | 0 | -3.1 | -3.3
COc1cccc(C(=O)Nc2ccc3c(c2)CCCN3C(=O)c2cccs2)c1OC | -11% | 11% | 7% | -1% | 13% | -2 | -5.1 | 3.0
C=CCOC(=O)C1=C[C@H](c2csc3ccccc23)[C@@H](CCCO)[C@H](OCC)O1 | -6% | -13% | 11% | -5% | 4% | 0 | 0.4 | 3.8
O=C(NCCc1ccc(Cl)cc1)C1CCN(c2cnccn2)CC1 | 13% | 5% | 12% | -9% | 8% | . | -3.3 | -4.6
C=CCNC(=S)Nc1ccc2nc(C)oc2c1 | -1%[57.1 µM] | -24% | 1% | -10% | 2% | 8 | -0.3 | 0.6
C=CCc1cc2c(oc(=O)c3ccccc32)c(C)c1O | -7% | 20% | -3% | -2% | -6% | 1 | 0.2 | 0.0
CCCn1c(SCC(=O)NC(C)(C)C)nnc1C(C)C | 6% | 9% | 5% | -6% | 0% | 0 | 0.6 | -1.8
Brc1c(CSc2nncn2-c2ccccc2)nc2sccn12 | -2% | -2% | 1% | -1% | 8% | . | 0.9 | -3.4
COc1ccc(Cc2noc(CN3CCN(Cc4cccc(Cl)c4)CC3)n2)cc1OC | 6% | 7% | -2% | 0% | -4% | 3 | -4.5 | 1.2
O=C(Nc1nc(-c2ccc(F)cc2)cs1)c1cnccn1 | 0%[11.6 µM] | -24% | 4% | -8% | 5% | 1 | -2.4 | -1.5
CC(C)C(C)NC(=O)COc1ccc(-c2ccccc2)cc1 (centres undefined) | -13% | 11% | -6% | -11% | -3% | 5 | -1.7 | 3.4
CN1CCN(C(=O)/C(=C/c2cn(S(=O)(=O)N(C)C)c3ccccc23)NC(=O)c2ccccc2F)CC1 | -7% | -9% | 10% | -5% | 0% | 0 | 0.3 | -0.4
O=C(COC(=O)C1CC2CCCC(C1)C2=O)NNC(=O)c1ccc([N+](=O)[O-])cc1 (centres undefined) | -5% | -4% | -3% | -5% | 3% | 1 | -1.0 | -1.1
NC(=O)C1CCN(c2ccnc3cc(Cl)ccc23)CC1 | -5% | -13% | 4% | -9% | 3% | 0 | -0.1 | 2.0
COc1ccc(C)cc1NC(=S)N1CCOCC1 | 7% | -5% | 5% | -3% | 4% | 6 | 0.4 | -3.5
CCn1cc(/C=C(\NC(=O)c2cc(OC)c(OC)c(OC)c2)C(=O)N2CCN(C)CC2)c2ccccc21 | 3%[57.1 µM] | 8% | -3% | -3% | 3% | -1 | -2.1 | -0.6
O=C(O)c1cc(S(=O)(=O)N(Cc2ccccc2)c2ccccc2Cl)ccc1Cl | -6% | 1% | -4% | -11% | -1% | -5 | 0.7 | 1.3
S=C1N(c2ccccc2)C(c2cccc3ccccc23)N2CCCN12 (centres undefined) | -4% | 4% | 6% | 4% | 4% | 2 | 0.9 | 0.9
Cc1ccc(S(=O)(=O)N2CCOCC2)cc1NC(=O)COC(=O)c1ccco1 | 0% | -18% | 0% | -17% | -11% | 6 | 81* | -1.4
O=C(Cc1cccc(NC(=O)C2CCN(C(=O)CCc3ccccc3)CC2)c1)Nc1cccc(C(=O)N2CCCCC2)c1 | -4% | -20% | 5% | -11% | -14% | 2 | -0.9 | -1.7
CCc1ccc(CNC(=O)CCc2nnc(CCc3ccc(OC)cc3)o2)nc1 | 7% | -24% | 1% | -9% | 11% | 6 | -1.3 | -1.8
CCCN1C(=O)SC(CC(=O)Nc2ccccc2)C1=O (centres undefined) | 0% | 0% | 5% | -10% | 0% | 0 | -1.0 | -1.6
Cc1noc(C)c1S(=O)(=O)N1CCCC(C(=O)NCc2ccccc2Cl)C1 (centres undefined) | 7% | -4% | -5% | -1% | 1% | -5 | -2.1 | -0.9
CC(C(=O)Nc1ccc2c(c1)OCCO2)N(c1ccccc1)S(C)(=O)=O (centres undefined) | 3% | 1% | -4% | -16% | -3% | 2 | -1.6 | -1.8
CCOc1ccc(C(=O)Nc2cccc3ncccc23)cc1Cl | -28% | -7% | 0% | -9% | 8% | 1 | -0.6 | -0.2
O=C(CCCNS(=O)(=O)c1cccc2nsnc12)N1CCCCC1 | -15% | 6% | -2% | 2% | 1% | 4 | 0.9 | 1.5
COC(=O)CC(NC(=O)CN1CCN(c2ccc(F)cc2)CC1)c1cccc(F)c1 (centres undefined) | -1% | -8% | 9% | -1% | -9% | 4 | 0.1 | 1.6
COc1ccccc1Nc1ncccc1[N+](=O)[O-] | 7% | -7% | -4% | -18% | 12% | 1 | -1.3 | -49*
O=S1(=O)c2ccccc2Nc2ccccc21 | 12% | -4% | 13% | -2% | 3% | -5 | -0.2 | 1.3
O=C(OCC(=O)C12CC3CC(CC(C3)C1)C2)c1ccc(CO)cc1 | 7% | 8% | -5% | 6% | -4% | -5 | 0.0 | -0.7
N#Cc1ccccc1Sc1ccccc1C(=O)Nc1ccc(Br)cc1 | -12% | 1% | 4% | 2% | 3% | 14 | 1.8 | -2.3
Cc1cc(C)c(C)c(S(=O)(=O)N2CCN(c3ccccn3)CC2)c1C | -8% | -3% | 10% | -3% | 13% | 11 | -0.4 | -0.2

From PubChem BioAssay
